Source: PubChem
AMA1-RON2 inh: disrupts binding of P. falciparum AMA1 to RON2; AlphaScreen AMA1-biotinylated RON2 peptide binding; Potency, µM (top dose mostly 58.2 µM), for inactives: at the highest dose activity change, negative = inhibition, actives largely listed as inhibitors; 360,000 tested, 0.2% active;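 note: potency is the fitted concentration of half-maximal effect; 0% = vehicle wells and -100% = peptide control; nearly all actives have a fitted effect of over 45% in size; some results filed as inactive show a strong effect at the top dose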
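AMA1 (3D7) with his tag at 25 nM final met compounds first, then biotinylated RON2 peptide at 25 nM; detection used donor plus acceptor beads, 10 µg/mL apiece, read by AlphaScreen after 30 min at room temperature.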
AmpC inh no detg: AmpC beta-lactamase inhibition without detergent; P00811; AmpC nitrocefin hydrolysis, absorbance 480 nm, 0.0001% Triton; Potency, µM (titrated, usually from 57.1 µM), without a hit: top-dose activity change, negative = inhibition, usual class: inhibitors; 330,000 tested, 0.52% active; AID 485341;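 note: potency is the fitted concentration of half-maximal effect; plate controls were no compound for no effect and no enzyme for full effect; nearly all actives have a fitted effect of over 20% in size; some results filed as inactive show a strong effect at the top dose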
Target sequence (P00811 whole entry, looked up): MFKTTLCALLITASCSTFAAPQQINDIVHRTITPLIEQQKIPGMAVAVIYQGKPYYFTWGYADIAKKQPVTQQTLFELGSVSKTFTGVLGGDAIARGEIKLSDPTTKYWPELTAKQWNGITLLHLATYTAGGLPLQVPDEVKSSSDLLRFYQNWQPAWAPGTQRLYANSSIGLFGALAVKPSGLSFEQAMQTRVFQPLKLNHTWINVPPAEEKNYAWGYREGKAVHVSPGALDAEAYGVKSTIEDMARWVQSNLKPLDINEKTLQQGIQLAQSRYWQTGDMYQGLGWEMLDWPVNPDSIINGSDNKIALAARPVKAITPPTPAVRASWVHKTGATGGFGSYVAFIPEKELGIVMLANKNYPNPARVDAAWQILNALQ
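AmpC (5.3 nM in the dispensed reagent) in 20 mM phosphate pH 7.0 with 0.01% (detergent screen) or 0.0001% Triton X-100 was preincubated with compounds for 15 min at room temperature. Nitrocefin was then added from an 800 uM solution, and hydrolysis was followed at 480 nm.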
LmPK inh: inhibitors of Leishmania mexicana pyruvate kinase | Potency, µM (doses to about 57.5 µM), for inactives: top-dose activity change, negative = inhibition, actives largely listed as inhibitors | 290,000 tested, 0.37% active | Q27686 | AID 1721 | purified LmPK, Kinase-Glo ATP luminescence, 1 h; note: potency is the fitted concentration of half-maximal effect
Target sequence (Q27686 whole entry, looked up): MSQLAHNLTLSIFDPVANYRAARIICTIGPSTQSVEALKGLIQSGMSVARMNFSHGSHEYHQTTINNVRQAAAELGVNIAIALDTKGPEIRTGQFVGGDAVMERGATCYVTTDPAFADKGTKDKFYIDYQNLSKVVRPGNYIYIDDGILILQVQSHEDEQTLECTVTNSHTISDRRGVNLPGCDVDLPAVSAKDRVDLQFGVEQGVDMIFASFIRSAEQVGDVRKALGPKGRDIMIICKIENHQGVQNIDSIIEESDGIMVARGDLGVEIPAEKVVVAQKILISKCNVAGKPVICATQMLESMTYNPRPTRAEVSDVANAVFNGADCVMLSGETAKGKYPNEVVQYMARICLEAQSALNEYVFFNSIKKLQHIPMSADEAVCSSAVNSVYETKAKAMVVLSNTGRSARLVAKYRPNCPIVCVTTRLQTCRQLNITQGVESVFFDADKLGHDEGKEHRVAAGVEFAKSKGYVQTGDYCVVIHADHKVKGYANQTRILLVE
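Pyruvate kinase activity monitored as ATP production (luciferase luminescence). Conditions: 0.1 nM enzyme, 0.5 mM PEP, 0.1 mM ADP, 1 h, RT; normalized against uninhibited and no-enzyme wells.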
HCV inh: inhibitors of hepatitis C virus infection. Huh7.5.1 HCVcc-Cre infection, luciferase reporter, 44 h. Potency, µM (series often up to 41.8 µM), without a hit: at the highest dose activity change, negative = inhibition, most hits filed as inhibitors. 340,000 tested, 3.4% active. AID 651820; note: potency is the fitted concentration of half-maximal effect
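After 44 h co-culture of compound, cells and HCVcc-Cre (~0.5 moi), substrate is added for 15 min at room temperature and luciferase measured over 15 sec. Cells were seeded at 1,000/well and pre-cultured 4 h.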
AmpC inh detg: inhibitors of E. coli AmpC beta-lactamase with detergent. P00811. AmpC hydrolysis of nitrocefin, absorbance 480 nm, 0.01% Triton. Potency, µM (doses to about 114 µM), for the others: top-dose activity change, negative = inhibition, most hits filed as inhibitors. 370,000 tested, 0.041% active;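 note: potency is the fitted concentration of half-maximal effect; 0% = no-compound wells and -100% = no-enzyme wells; nearly all actives have a fitted effect of over 25% in size; some results filed as inactive show a strong effect at the top dose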
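20 mM phosphate pH 7.0 + 0.01% (detergent screen) or 0.0001% Triton X-100; 5.3 nM AmpC reagent; cpd preinc 15 min RT; nitrocefin (800 uM stock) to start; A480 q20 s × 4 min; Activity was normalised to no-enzyme and no-compound control wells.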
HCMV inh: human cytomegalovirus inhibition. HFF cells, HCMV-luciferase reporter, 72 h; active compounds read low. activity change, negative = inhibition, % at 57.5 µM. 410,000 tested, 4.5% active; in the data active = activity change below about -60%; inconclusive = no clear call, values can overlap the other calls; inactive = above about -39%
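Two compound doses tested in HFFs infected with HCMV-luciferase, MOI 1 PFU/cell, 72 h at 37C. Lysate luminescence read with OneGlo; data normalized against buffer-only and 10uM Salinomycin inhibitor controls.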
Tb PYK inh: blocks Trypanosoma brucei pyruvate kinase; Potency, µM (top dose mostly 76.8 µM), for the others: top-dose activity, negative = inhibition, actives largely listed as inhibitors; AID 624173; TbPYK enzyme, Kinase-Glo Plus ATP luminescence, 45 min; 410,000 tested, 0.12% active; Q57TT1; note: potency is the fitted concentration of half-maximal effect; nearly all actives have a fitted effect of over 50% in size
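Luminescent Kinase-Glo Plus end-point after 45 min room-temperature reaction of T. brucei pyruvate kinase started with 130 uM ADP (final). Buffer TEA 50 mM pH 7.2 with KCl, MgCl2, BSA, Tween-20; titration-based qHTS with fitted concentration-effect curves.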
The depositor's hits bear a star; ? = inconclusive; . = no result given; & = joins results of further samples; [ ] = dose if it differs, or a comment. Unless noted, calls come from the whole dose curve; as a rule, active = well fitted curve in the direction sought with a large enough effect; inconclusive = small, poorly fitted or top-dose-only effect, or another doubt; inactive = no such curve, though single readings can be large; an effect the other way counts as inactive or inconclusive. Unless noted, % is set by controls: 0 for no effect and ±100 for the full control effect.

Under each structure – AMA1-RON2 inh | AmpC inh no detg | LmPK inh | HCV inh | AmpC inh detg | HCMV inh | Tb PYK inh
> COc1cc2[nH]c(=S)n(C3CCN(Cc4ccccc4)CC3)c(=O)c2cc1OC
 : 9.3% | -6.7% | -0.1% | -13.4% | ? | ? | -16.2%
> COc1ccc(C(=O)Oc2ccc(Br)cc2C(=S)N2CCOCC2)cc1
 : -14.0% | -17.4% | 4.6% | -7.4% | -15.5% | -15.6 | -6.7%
> CCCCNc1c(-c2ccc(-c3cccc(Cl)c3)cc2)nc2ccccn12
 : -2.5%&-27.1% | -8.1% | . | ? | -12.7% | 111.3&40.0 | 0.3%
> CC1CC(C)CN(S(=O)(=O)N2CCC(C(=O)NCc3ccco3)CC2)C1 (stereo not drawn)
 : -4.0% | 2.9% | -0.6% | ? | 7.7% | -6.8 | -1.9%
> O=C(Nc1ccccc1Oc1cccnc1)C1CCCN(Cc2ccc(F)cc2)C1 (stereo not drawn)
 : -6.0% | 141.5%[activator] | -7.5% | -9.6% | 9.3% | -3.4 | 3.4%
> CN1C(=S)SC(/[N+]([O-])=C\c2ccccc2F)C1(C)C (stereo not drawn)
 : -26.2% | -3.8% | -0.6% | 22.8% | -2.0% | -10.8 | 0.7%
> COc1ccccc1-c1cc2nc(NCCc3ccncc3)ccn2n1
 : -0.3% | . | . | . | . | 28.2 | -12.3%
> O=C(CSc1nc(=O)n(CCN2CCOCC2)c2c1CCC2)Nc1cccc(Cl)c1
 : . | . | . | . | 5.4% | 14.3 | -1.7%
> CC1CCCCC1NC(=O)NC(=O)COC(=O)c1cncc(Br)c1 (stereo not drawn)
 : 0.7% | -17.9% | . | 1.1% | 2.0% | 24.0 | 7.5%
> Cc1occc1-c1nnc(SCC(=O)N(C)CCC#N)n1N
 : 0.7% | -9.5% | -3.8% | 5.9% | 1.7% | 4.2 | -10.7%
> Cc1cccc(NC(=O)CN2CCc3cc4c(cc3C2)OCCCO4)c1
 : ? | 20.6% | -12.1% | -9.8% | 4.1% | 25.6 | 4.7%
> COc1ccc(CCNC(=O)c2cc3sccc3n2Cc2ccc(Cl)cc2)cc1OC
 : . | . | . | . | 11.9% | -37.1 | 4.1%
> CC1=CC(C)C(C(=O)O)C(C(=O)N2CCN(C)CC2)C1 (stereo not drawn)
 : 12.8% | 2.6% | 0.7% | 1.2% | 4.7% | -5.1 | 2.9%
> Cc1cc(C)c2c(=O)n3c(nc2c1)C(Cc1ccccc1)NC(=O)c1cc2ccccc2cc1-3 (stereo not drawn)
 : -2.0% | . | . | . | . | -71.9* | 8.8%
> Cc1ccc(N(C(=O)c2csnn2)C(C(=O)NC2CCCC2)c2ccccn2)c(C)c1 (stereo not drawn)
 : 1.9% | 7.1% | 0.0% | -4.9% | ? | -13.9 | -0.4%
> CC(=O)NCCOc1nc(N(C)C)nc(N(C)C)n1
 : 4.4% | -9.9% | 0.9% | -4.5% | 2.0% | -11.5 | -10.5%
> O=[N+]([O-])c1ccc(-c2cccnc2)cc1
 : 10.2% | . | . | -1.6% | . | -0.4 | 1.5%
> CN(/N=C/c1ccc(C(C)(C)C)cc1)C1=NCCN1
 : 12.8% | 32.5% | -0.8% | 10.0% | -8.2% | 18.1 | 5.2%
> CSc1nsc(SCC(=O)NC2CCCCC2)n1
 : -8.3% | -14.4% | -2.0% | 8.9% | ? | 63.3 | -4.3%
> COc1ccc(C2=NOC(C(=O)O)C2)cc1 (stereo not drawn)
 : 11.0% | -6.1% | -9.8% | 6.6% | ? | 50.2 | 4.5%
> NC(N)=NC(N)=Nc1ccc(O)cc1
 : 0.0% | -19.7% | 2.6% | -3.1% | -10.4% | 12.7 | -0.1%
> COC(=O)C1=C(C)N=C2SC(C)C(=O)N2C1/C=C/c1ccccc1 (stereo not drawn)
 : 7.9% | -28.0% | 0.4% | ? | -12.7% | -32.0 | 0.0%
> CN(C)C(CNC(=O)c1ccc(NS(=O)(=O)c2ccc(F)c(F)c2)cc1)c1ccccc1 (stereo not drawn)
 : -2.1% | -53.2% | . | 9.1% | -9.1% | -9.7 | -0.3%
> COc1ccc(N2CCN(S(=O)(=O)CCNC(=O)c3cc(=O)c4ccccc4o3)CC2)cc1
 : 118.3%[activator] | -10.8% | 3.9% | 4.6% | 0.0%&-3.7% | ? | 1.9%&-2.3%
> CCOc1cc(CNn2nnnc2N)cc(Cl)c1OCC(=O)NC(C)(C)C
 : 22.6% | 21.3% | -0.1% | 4.6% | -7.3% | -19.2 | -1.4%
> N#Cc1cc(Cl)c(N2CCOCC2)cc1C#N
 : 17.3% | -3.1% | 0.4% | -8.7% | -1.0% | -7.0 | 0.6%
> CN(C)c1ccc(NC(=O)CC(NCc2ccccn2)C(=O)O)cc1 (stereo not drawn)
 : -33.0% | -26.0% | -5.2% | 21.1% | ? | 1.2 | 9.0%
> Cc1c(F)cccc1NS(=O)(=O)c1ccc2c(c1)NC(=O)CO2
 : 3.1% | -17.6% | -0.1% | 2.3% | 3.1% | -5.6 | -1.7%
> CC(=O)Oc1ccc(/C=N/NC2=NS(=O)(=O)c3ccccc32)cc1
 : 22.8% | -23.2% | -2.2% | 11.8% | ? | -10.0 | -3.5%
> COC(=O)c1ccc(N(CC(=O)NC2CCCCC2)C(=O)CNC(=O)c2ccco2)cc1
 : 12.0% | 0.4% | -5.7% | -3.6% | -4.3% | -5.2 | 0.0%
> CC1CCCC(C)N1C(=O)COC(=O)CCc1nc2ccccc2c(=O)[nH]1 (stereo not drawn)
 : 8.9%[11.6 µM] | -21.2% | -0.6% | 13.4% | ? | 41.9 | -13.2%
> CC(C)Oc1cc(S(=O)(=O)N2CCCCC2)ccc1N
 : -3.9% | -3.9% | 3.2% | -23.6% | -4.2% | ? | -5.9%
> O=C(NCCCn1ccnc1)C(=O)NCC(c1cccnc1)N1CCN(c2ccc(F)cc2)CC1 (stereo not drawn)
 : -13.5% | 54.2% | 0.6% | -5.1%[8.37 µM] | 0.4% | . | -4.2%
> COc1ccc(NC(=O)c2cccc(S(=O)(=O)Nc3ccc(Br)cc3)c2)cn1
 : -5.9% | -12.5% | 1.1% | ? | 1.8% | -90.4* | 0.2%
> CC1CCCCN1S(=O)(=O)c1ccc(C(=O)N(CCCN(C)C)c2nc3cc4c(cc3s2)OCO4)cc1 (stereo not drawn)
 : -10.0% | 180.6%[activator] | -4.4% | -5.9% | 2.2% | -69.7* | -4.7%
> CCOC(=O)CNC(=O)COc1ccc(Cl)cc1Br
 : 1.4% | 6.5% | 0.1% | 6.6% | -11.5% | -16.3 | -4.3%
> COC(=O)C1=CN(C2CC2)C=C(C(=O)OC)C1c1ccc(C(=O)OC)cc1
 : 24.3% | 21.5% | 7.4% | -12.3% | -11.6% | -6.4 | 27.8%
> O=C1CC(SCCO)C(=O)N1c1ccc(Oc2ccccc2)cc1 (stereo not drawn)
 : -1.8% | 8.9% | 0.2% | -6.0% | 5.2% | 64.0 | 0.7%
> CN(C)C(=O)CNC(=O)CN1C(=O)NC2(CCCc3sccc32)C1=O (stereo not drawn)
 : -8.4% | -12.1% | 1.5% | 17.1% | -8.6% | -4.6 | -0.2%
> CC(=O)C1=C(C)NC(SCc2cccc([N+](=O)[O-])c2)=C(C#N)C1c1ccco1 (stereo not drawn)
 : ? | -15.7% | -3.5% | 3.1% | ? | 1.5 | -5.1%

Taken from above:
For HCV inh, CN(C)c1ccc(NC(=O)CC(NCc2ccccn2)C(=O)O)cc1 (stereo not drawn) reads 21.1%
For AmpC inh detg, CN(C)C(CNC(=O)c1ccc(NS(=O)(=O)c2ccc(F)c(F)c2)cc1)c1ccccc1 (stereo not drawn) reads -9.1%

Carrying on:
Under each structure – AMA1-RON2 inh | AmpC inh no detg | LmPK inh | HCV inh | AmpC inh detg | HCMV inh | Tb PYK inh
> Cc1cc2ccccn2c1C(=O)Nc1cccc(Cl)c1
 : -0.4% | -44.0% | 0.7% | ? | 0.9% | 107.3 | 2.4%
> CC(C)(C)NC(=O)C[n+]1ccc(C(N)=O)cc1
 : -11.4% | -10.2% | 2.6% | -4.1% | 6.8% | 5.3 | -6.7%
> COc1ccc(/C=C/C(=O)Nc2ccc(C)c(S(=O)(=O)N3CCOCC3)c2)cc1
 : -3.4% | -20.1% | . | 2.82µM* | . | -95.1* | 7.6%
> O=[N+]([O-])c1ccc(NC(=S)NCC(c2cccnc2)N2CCOCC2)cc1 (stereo not drawn)
 : -9.4% | -22.0% | 1.1% | -22.0% | -7.1% | -33.0 | 0.6%
> O=c1ccn(-c2ccccc2)[nH]1
 : -3.8% | -15.4% | 1.1% | 6.1% | 3.4% | 13.5 | 1.7%
> CCOC(=O)C(=NC1CCS(=O)(=O)C1)NNc1cc(Cl)ccc1Cl (stereo not drawn)
 : -18.8% | 168.8%[activator] | 5.7% | ? | -1.7% | 17.6 | 1.1%
> Cc1ccc(S(=O)(=O)N2CN3CCN(C3)C2)cc1
 : 45.2%[activator] | -9.2% | -2.3% | -0.3% | -10.4% | -3.4 | -10.8%
> CCOc1ccc2oc(=O)cc(CN3CCN(C(=O)c4ccco4)CC3)c2c1
 : -6.7% | 40.2% | -7.1% | 8.0% | 1.5% | 15.6 | -1.8%
> CN(Cc1nccn1C)C(=O)CCc1nnc(CCC2CCCCC2)o1
 : 4.4% | 13.5% | -9.6% | 15.9% | -11.9% | -22.0 | -1.6%
> C/C(=N\NC(=O)Cc1ccccc1Cl)c1cccnc1
 : 21.2% | 80.2%[activator] | -8.4% | 2.4% | 9.4% | -15.4 | 3.7%
> CN1CCCC1(C)C(=O)NCc1ccc(F)cc1Cl (stereo not drawn)
 : -5.3% | . | . | . | . | -23.2 | -5.0%
> CC(C)OC(=O)N(C)C[C@@H]1OCc2cnnn2CCCC(=O)N([C@@H](C)CO)C[C@H]1C
 : -3.0% | . | . | . | . | -12.2 | -2.1%
> NC(=O)CCCC1=NS(=O)(=O)c2ccccc2N1
 : 8.2% | -14.3% | -5.2% | 17.8% | 6.8% | 6.8 | 11.3%
> COc1ccc(-c2nc3ccccc3c(=O)n2NC(=O)c2cccnc2Cl)cc1OC
 : -0.7% | -24.9% | 0.5% | 3.4% | -10.1% | ? | -2.9%
> CCOc1ccc(Nc2sc(C(=O)c3ccc4c(c3)OCO4)c(N)c2S(=O)(=O)c2ccc(C)cc2)cc1
 : . | . | . | . | 1.0% | 0.1 | -7.0%
> COc1ncccc1-c1nnn(-c2ccc(Cl)c(Cl)c2)n1
 : -0.1% | -7.3% | -5.1% | 11.4% | -6.7% | -38.2 | -6.2%

This is a random part of the collection; overall some 7.5% were active at least once.
